LGR2 inh – inhibitors of bursicon-induced LGR2 CRE-luciferase signal, primary screen, cell-based, HEK293, CRE-luciferase reporter, bursicon stimulation. hit rate 0.35% among 380,000. bursicon-stimulated, 4 h. inhibition, % at 9.99 µM. Drosophila bursicon receptor LGR2 (rickets);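 active = drop in luminescence signal, shown as inhibition above about 50% in the replicate tests, limit read from the data, passing the limit was not always enough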;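 note: agonist challenge used bursicon conditioned medium at about half maximal strength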
Cneo AK release – Cryptococcus neoformans cell lysis inducers, primary screen, AK release luminescence, single concentration | hit rate 0.2% among 360,000 | AID 651654, 2012 | lysis activity, % at 15 µM | C. neoformans lysis, adenylate kinase release luminescence, 4 h; normalised: neutral wells 0, clomiphene wells 100;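 active = mean lysis activity across replicates of at least 80%, whatever share of replicates individually reach that level; inactive = mean lysis activity below 80%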
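read-out = cell lysis signal | test system = log-phase Cryptococcus neoformans yeast cells | input = cells at 5 × 10^6 per mL | medium = fresh YPD growth medium | signal = luminescent adenylate kinase detection reagent | timing = 4 h at 37 °C static, read 1 h later | dosing = single dose | controls = Clomiphene as positive lysis control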
PGC1a acetyl inh – inhibitors of PGC1a acetylation signal, primary screen, cell-based, U2OS, AlphaScreen, inhibitor mode | AlphaScreen anti-acetyl-lysine; with virally co-expressed GCN5 acetyltransferase | inhibition, % at 15.6 µM | hit rate 0.17% among 350,000 | AID 651687, 2012;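 active = every replicate shows inhibition of at least 40%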;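 note: 0% = neutral control wells and 100% = positive control wells; some results beyond the cut were filed as inactive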
PglD inh – C. jejuni PglD acetyltransferase inhibitors, primary screen, biochemical, DTNB colorimetric, single point; UDP-N-acetylbacillosamine N-acetyltransferase PglD (Campylobacter jejuni); purified PglD enzyme, DTNB colorimetric CoA detection; inhibition, % at 12.5 µM; AID 602405, 2012; hit rate 0.098% among 360,000; in the data active = inhibition above about 16%, passing the limit was not always enough; note: strong numbers were not always called active
C2C12 statin – suppressors of statin myotoxicity in C2C12 myotubes, primary screen, cell-based, single point, plate reader; hit rate 0.78% among 330,000; C2C12 myotubes + simvastatin, ATP luminescence, 48 h; scaled: DMSO 0, geranylgeraniol control 100; rescue of ATP level, % at 7.49 µM;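 active = mean ATP rescue above about 67%, or every replicate alone reaching that limit, limit read from the data, passing the limit was not always enough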;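 note: myotubes were challenged with 10 µM simvastatin during compound exposure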
ARNT TACC3 PPI – disruptors of ARNT/TACC3 protein interaction, primary screen, biochemical, AlphaScreen, single concentration. Transforming acidic coiled-coil-containing protein 3 (Homo sapiens), Q9Y6A5. AlphaScreen His-ARNT PAS-B/GST-TACC3 binding, luminescence; TACC3 fragment carries E629A point mutation. inhibition, % at 9.99 µM. hit rate 0.66% among 390,000. AID 623870, 2012;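 active = mean inhibition of replicates at least 50% and at least half of replicates each reaching 50%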;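 note: 0% = complete ARNT plus TACC3 wells and 100% = ARNT alone without TACC3; many hits fall short of the cut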
INS-1E GSIS act – GLuc luminescence reporter in INS-1E cells, primary screen for activators of glucose-dependent secretion of insulin; activation, % at 16.6 µM; hit rate 0.61% among 370,000; INS-1E GLuc reporter insulin secretion, 2-3 h;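 active = lowest replicate activation of at least 40%, so every replicate reaches that level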;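 note: 0% = median of neutral control wells and 100% = median of IBMX positive control wells; some compounds called inactive have numbers as strong as hits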
PAX8 reporter – inhibitors of PAX8-driven TPO luciferase reporter, primary screen, RMG-I cells, single concentration; SteadyGlo, 24 h; inhibition, % at 12.6 µM; hit rate 1.2% among 360,000;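 active = mean replicate inhibition at least 60% with every replicate also reaching 60%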;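 note: luciferase light reporting Pax8 driven TPO promoter activity; plate controls were median of neutral control wells for no effect and mitoxantrone controls for full effect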
* hit, by the source's call.

Results for Cc1ccccc1Nc1nnc(SCC(=O)N(C)C2CCS(=O)(=O)C2)s1 (stereo unspecified) ?
LGR2 inh: 23; Cneo AK release: 1; PGC1a acetyl inh: 17; PglD inh: 3; C2C12 statin: 13; ARNT TACC3 PPI: -8; INS-1E GSIS act: 11; PAX8 reporter: -7

Results for O=C(C1CCCC1)N1CCCCN2[C@H](CO)[C@H](c3ccc(-c4cccc(F)c4)cc3)[C@@H]2C1 ?
Cneo AK release: -1; PGC1a acetyl inh: 3; PglD inh: -2; ARNT TACC3 PPI: 9; PAX8 reporter: -8

How did C#CCOCCOCCOCCNc1nc(N2CCN(C(=O)[C@H](CCC(=O)O)n3cc(C(N)CC(C)C)nn3)CC2)nc(N2CCN(C(=O)[C@H](CCC(=O)O)n3cc(C(N)CC(C)C)nn3)CC2)n1 (stereo partly specified) do in these assays?
Cneo AK release: 6; PglD inh: -2; C2C12 statin: 12; ARNT TACC3 PPI: -7

How did c1ccc(OCCSc2ncnc3nc[nH]c23)cc1 do in these assays?
LGR2 inh: 9; Cneo AK release: -2; PGC1a acetyl inh: 6; PglD inh: -1; C2C12 statin: 1; ARNT TACC3 PPI: -7; INS-1E GSIS act: 18

What do the screens show for `Cc1cccc(C)c1Nc1nnc(SCC(=O)NC(=O)c2cccn2C)s1`?
LGR2 inh: -2; C2C12 statin: 8; ARNT TACC3 PPI: 14; INS-1E GSIS act: -9; PAX8 reporter: -21

How did Cn1c(O)c(N=NC(=O)C2COc3ccccc3O2)c2ccccc21 (stereo unspecified) do in these assays?
LGR2 inh: -9; Cneo AK release: -2; PGC1a acetyl inh: 1; PglD inh: 3; ARNT TACC3 PPI: -15; INS-1E GSIS act: 18; PAX8 reporter: 22

Results for COc1ccc(-c2ccc(=O)n(Cc3cccc([N+](=O)[O-])c3)n2)cc1 ?
LGR2 inh: -18; PGC1a acetyl inh: -7; ARNT TACC3 PPI: 12; INS-1E GSIS act: 2; PAX8 reporter: 13

How did O=C(OCc1cn([C@H]2CN(Cc3cccs3)[C@@H](c3ccccc3)C[C@@H]2O)nn1)c1ccccc1 do in these assays?
LGR2 inh: -3; Cneo AK release: 0; PGC1a acetyl inh: -2; PglD inh: 0; C2C12 statin: 2; INS-1E GSIS act: -4; PAX8 reporter: 14

What do the screens show for `O=C(N[C@H](C(=O)O)c1ccccc1)C1CCC(Cn2cnc3ccccc3c2=O)CC1` (stereo partly specified)?
LGR2 inh: 6; PGC1a acetyl inh: 5; ARNT TACC3 PPI: 20; PAX8 reporter: -10

How did Cc1nnc(SCC(=O)N(C2CCCCC2)C2CCS(=O)(=O)C2)n1N (stereo unspecified) do in these assays?
LGR2 inh: 8; Cneo AK release: 6; PglD inh: 5; C2C12 statin: -1; INS-1E GSIS act: -3; PAX8 reporter: -4

How did C[C@H](CO)N1C[C@H](C)[C@H](CN(C)C(=O)Nc2ccc(C(F)(F)F)cc2)OCCCC[C@H](C)Oc2ccc(NC(=O)Cc3ccccc3)cc2C1=O do in these assays?
LGR2 inh: 3; Cneo AK release: -1; PGC1a acetyl inh: 6; PglD inh: -11; ARNT TACC3 PPI: -9; INS-1E GSIS act: -3; PAX8 reporter: -3

Results for CC(=O)Nc1ccc(C(=O)NCCCOC(C)C)cc1 ?
LGR2 inh: 15; Cneo AK release: 3; PglD inh: -3; C2C12 statin: 1; ARNT TACC3 PPI: 2; INS-1E GSIS act: 7; PAX8 reporter: -9

Some of these compounds in order of length of the SMILES, low to high.
Results for CC(=O)Nc1ccc(C(=O)NCCCOC(C)C)cc1 ?
LGR2 inh: 15; Cneo AK release: 3; PglD inh: -3; C2C12 statin: 1; ARNT TACC3 PPI: 2; INS-1E GSIS act: 7; PAX8 reporter: -9

How did Cc1nnc(SCC(=O)N(C2CCCCC2)C2CCS(=O)(=O)C2)n1N (stereo unspecified) do in these assays?
LGR2 inh: 8; Cneo AK release: 6; PglD inh: 5; C2C12 statin: -1; INS-1E GSIS act: -3; PAX8 reporter: -4

Results for Cc1ccccc1Nc1nnc(SCC(=O)N(C)C2CCS(=O)(=O)C2)s1 (stereo unspecified) ?
LGR2 inh: 23; Cneo AK release: 1; PGC1a acetyl inh: 17; PglD inh: 3; C2C12 statin: 13; ARNT TACC3 PPI: -8; INS-1E GSIS act: 11; PAX8 reporter: -7

Next compounds.
How did C[C@H]1CN([C@@H](C)CO)C(=O)c2cccc(NC(=O)CCCCCC(=O)Nc3ccccc3N)c2O[C@@H]1CN(C)CC1CC1 do in these assays?
LGR2 inh: -3; PGC1a acetyl inh: -15; INS-1E GSIS act: 10; PAX8 reporter: 59

Results for Cc1ccc(C(C(=O)NC(C)(C)C)N(C(=O)CCC(=O)Nc2ccccn2)c2ccccc2F)cc1 (stereo unspecified) ?
LGR2 inh: 5; Cneo AK release: 2; PglD inh: 1; C2C12 statin: 2; ARNT TACC3 PPI: -1; INS-1E GSIS act: -19; PAX8 reporter: 0

What do the screens show for `CC1(C)CC(=O)C2(CC3=C(CC(C)(C)CC3=O)O2)C(=O)C1`?
Cneo AK release: -1; PGC1a acetyl inh: 9; PglD inh: -8; C2C12 statin: 9; ARNT TACC3 PPI: -40

What do the screens show for `Cc1onc(-c2c(F)cccc2Cl)c1C(=O)N1C=CC(C(F)(F)F)=NCC1`?
Cneo AK release: -4; PGC1a acetyl inh: 7; PglD inh: 4; C2C12 statin: 20; ARNT TACC3 PPI: -5

What do the screens show for `COc1ccc2nc(NC(=O)C(NS(=O)(=O)c3cccc4nsnc34)C(C)C)sc2c1` (stereo unspecified)?
LGR2 inh: 3; Cneo AK release: -1; PGC1a acetyl inh: 14; PglD inh: 1; C2C12 statin: 59; ARNT TACC3 PPI: 4; INS-1E GSIS act: -5; PAX8 reporter: 27

Results for Cc1cc(/C=N/NC(=O)c2ccsc2)c(C)n1-c1cnccn1 ?
LGR2 inh: -8; ARNT TACC3 PPI: 12; INS-1E GSIS act: -2; PAX8 reporter: -42

How did Cc1ccc(C2CC(C(F)F)n3ncc(C(=O)Nc4cnn(Cc5ccccc5C)c4)c3N2)cc1 (stereo unspecified) do in these assays?
Cneo AK release: -3; PGC1a acetyl inh: 0; PglD inh: 5; C2C12 statin: 11

How did COc1ccc(NC(=O)N(C)C[C@@H]2Oc3ccc(NC(=O)Cc4ccccc4)cc3CC(=O)N([C@H](C)CO)C[C@@H]2C)cc1 do in these assays?
LGR2 inh: -9; Cneo AK release: -6; PGC1a acetyl inh: 9; PglD inh: 0; C2C12 statin: 0; ARNT TACC3 PPI: -3; INS-1E GSIS act: 26; PAX8 reporter: -1

Results for COc1ccc(CN(C)C[C@H]2OCCCC[C@@H](C)Oc3ccc(N(C)C)cc3C(=O)N([C@@H](C)CO)C[C@@H]2C)cc1 ?
LGR2 inh: -25; Cneo AK release: -3; PGC1a acetyl inh: -11; PglD inh: 2; C2C12 statin: 1; ARNT TACC3 PPI: 0; INS-1E GSIS act: -14; PAX8 reporter: 16

Results for CC(C)(C)S(=O)(=O)/C(C#N)=N/Nc1ccc(S(C)(=O)=O)cc1 ?
LGR2 inh: 9; PGC1a acetyl inh: -18; INS-1E GSIS act: -4; PAX8 reporter: 0

How did O=S(=O)(N=C(NS(=O)(=O)c1ccc(Cl)cc1)c1ccccc1)c1ccc(Cl)cc1 do in these assays?
LGR2 inh: 4; Cneo AK release: 1; PGC1a acetyl inh: 20; PglD inh: 5; C2C12 statin: 5; ARNT TACC3 PPI: -8; INS-1E GSIS act: 18; PAX8 reporter: 3

What do the screens show for `Cc1ccc(S(=O)(=O)N[C@H]2CC[C@@H](CCNC(=O)C3CCOCC3)O[C@H]2CO)cc1`?
LGR2 inh: -2; Cneo AK release: -4; PGC1a acetyl inh: -4; PglD inh: 7; C2C12 statin: -4; ARNT TACC3 PPI: -19; INS-1E GSIS act: 4; PAX8 reporter: 0

How did C[C@H]1CN([C@@H](C)CO)C(=O)c2cc(C#CC3CC3)cnc2O[C@@H]1CN(C)C(=O)Nc1ccccc1 do in these assays?
LGR2 inh: 5; Cneo AK release: -1; PGC1a acetyl inh: -6; PglD inh: 0; C2C12 statin: 18; ARNT TACC3 PPI: -4; INS-1E GSIS act: -5

What do the screens show for `Cc1nc2nc[nH]n2c(=O)c1NS(=O)(=O)c1ccc(F)cc1`?
LGR2 inh: -1; PGC1a acetyl inh: -8; ARNT TACC3 PPI: -19; INS-1E GSIS act: 26; PAX8 reporter: 5

What do the screens show for `CCN(CC)C(=O)N1CCN(Cc2ccc3c(c2)OCO3)CC1`?
LGR2 inh: -6; Cneo AK release: 1; PglD inh: -10; C2C12 statin: 4; ARNT TACC3 PPI: -17; INS-1E GSIS act: -2; PAX8 reporter: 2

Results for Cc1ccc(S(=O)(=O)N(C)C[C@H]2Oc3ccc(NS(=O)(=O)c4ccccc4)cc3C(=O)N([C@H](C)CO)C[C@@H]2C)cc1 ?
LGR2 inh: 17; Cneo AK release: -2; PGC1a acetyl inh: -1; PglD inh: 1; ARNT TACC3 PPI: 1; INS-1E GSIS act: -8

What do the screens show for `O=C(O)c1ccc(/C=N/NC(=O)c2cc(-c3cccs3)nc3ccccc23)cc1`?
LGR2 inh: -18; ARNT TACC3 PPI: 20; INS-1E GSIS act: -7; PAX8 reporter: -14

Results for c1nc2n(n1)C1=C(CCCC1)C1(CCCCC1)N2 ?
LGR2 inh: 0; PGC1a acetyl inh: 12; ARNT TACC3 PPI: 3; INS-1E GSIS act: 1; PAX8 reporter: 11

How did CC(C)C(=O)Nc1ccc(C(=O)NNC(=O)C(c2ccccc2)c2ccccc2)cc1 do in these assays?
LGR2 inh: -10; PGC1a acetyl inh: 8; C2C12 statin: -18; ARNT TACC3 PPI: 29; INS-1E GSIS act: -7

How did NS(=O)(=O)c1ccc(CCNC(=O)CCCOc2ccccc2)cc1 do in these assays?
LGR2 inh: 10; PGC1a acetyl inh: 10; C2C12 statin: 0; ARNT TACC3 PPI: -3; INS-1E GSIS act: 11; PAX8 reporter: 7

Results for CCCCn1c(N)c(N(CC(C)C)C(=O)C2CCC2)c(=O)[nH]c1=O ?
Cneo AK release: 2; PglD inh: 0; C2C12 statin: -1; ARNT TACC3 PPI: -2; PAX8 reporter: -15

What do the screens show for `CCOC(=O)N1CCN(S(=O)(=O)c2ccc(C(=O)Nc3nc4c(s3)CC(C)CC4)cc2)CC1` (stereo unspecified)?
Cneo AK release: 0; PGC1a acetyl inh: 5; PglD inh: -2; C2C12 statin: -81; ARNT TACC3 PPI: 4

What do the screens show for `O=C(CCOc1ccccc1)Nc1ccnn1C1CCN(Cc2ccccc2)CC1`?
LGR2 inh: -4; Cneo AK release: 3; PglD inh: -5; C2C12 statin: -15; ARNT TACC3 PPI: 1; INS-1E GSIS act: 4; PAX8 reporter: 3

High-throughput results as filed in PubChem BioAssay.
